Menin-MLL TR inh: qHTS Assay for Inhibitors Targeting the Menin-MLL Interaction in MLL Related Leukemias: Competition With Texas Red Labeled MLL-derived Mutant Peptide. O00255. Menin + Texas Red MLL mutant peptide, fluorescence polarization. Potency, µM (doses to about 61.6 µM), without a hit: top-dose FP activity change, negative = inhibition, actives largely listed as inhibitors. 0.23% of 270,000 active; active means well fitted inhibition curve with a large enough effect in the polarisation, with a control signal flat, not every such curve was filed as active; inconclusive means small, poorly fitted or top-dose-only effect, or effect the other way, or a change in a side signal; inactive means no such curve, though single readings can be large or run the other way; the % refers to the polarisation; further: potency means the concentration at half of the fitted maximal effect; % of control where 0% means no effect; many of its hits are not listed in these tables
KCNH2 3.1 inh: qHTS for Inhibitors of KCHN2 3.1: Mutant qHTS | 0.95% of 340,000 active | AID 720553, 2013 | activity change, % (tested at about 1.8 µM) | U2OS KCNH2 3.1, thallium flux FluxOr; stronger effect = lower value;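 active means maximum activity change below -70%; inconclusive means maximum activity change from -70% to -50%; inactive means maximum activity change above -50%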;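 further: thallium influx rate constant from kinetic fluorescence after stimulation buffer; on the % scale 0 is the no-effect control and ±100 the full control effect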
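Steps: virus added to U2OS suspension (4 h, RT, dark); medium with 10% FBS added, cells plated, 37 C overnight; FluxOr/Red40 loading buffer 45 min RT; stimulation buffer, 2 min kinetic read; rate constant normalized.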
MBNL1 CUG block: qHTS Assay for Inhibitors of MBNL1-poly(CUG) RNA binding; TR-FRET MBNL1-His/biotin-(CUG)12 binding, 665/545 ratio; 0.036% of 280,000 active; Muscleblind-like protein 1 (Homo sapiens), Q9NR56; Potency, µM (titrated, usually from 57.5 µM), inactives show at the highest dose activity change, negative = inhibition, most hits filed as inhibitors; active means well fitted inhibition curve with a large enough effect in the signal ratio, with a control signal flat, not every such curve was filed as active; inconclusive means small, poorly fitted or top-dose-only effect, or effect the other way, or a change in a side signal; inactive means no such curve, though single readings can be large or run the other way; the % refers to the signal ratio; further: potency means the concentration at half of the fitted maximal effect; on the % scale 0 is the no-effect control and ±100 the full control effect
Target sequence (Q9NR56 whole entry, looked up): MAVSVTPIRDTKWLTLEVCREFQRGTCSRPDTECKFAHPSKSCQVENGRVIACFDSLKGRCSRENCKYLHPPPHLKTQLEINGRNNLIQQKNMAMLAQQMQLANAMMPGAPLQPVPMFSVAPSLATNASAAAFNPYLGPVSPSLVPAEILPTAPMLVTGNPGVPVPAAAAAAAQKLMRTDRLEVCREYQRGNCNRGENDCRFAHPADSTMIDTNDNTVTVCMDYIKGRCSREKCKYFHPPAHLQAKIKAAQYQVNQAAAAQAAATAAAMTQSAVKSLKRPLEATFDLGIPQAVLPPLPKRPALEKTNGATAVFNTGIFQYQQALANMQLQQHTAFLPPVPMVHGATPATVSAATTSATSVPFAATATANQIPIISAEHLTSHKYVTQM
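TR-FRET between His-tagged MBNL1 and biotin-(CUG)12 RNA, detected with Tb anti-His antibody (0.055 ng/ul) and streptavidin-XL665 (5 nM), 60 min at room temperature. Compounds titrated 92 nM to 58 uM; 665/545 nm ratio normalized to buffer and complex controls.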
ELG1 DNA repair: qHTS screen for small molecules that inhibit ELG1-dependent DNA repair in human embryonic kidney (HEK293T) cells expressing luciferase-tagged ELG1 | HEK293T ELG1-luciferase reporter, luminescence, 16 h; DNA damage induced by 5-fluorouridine | Potency, µM (highest dose often 46.1 µM), for the others: at the highest dose activity change, negative = inhibition, usual class: inhibitors | 2.3% of 330,000 active | AID 504467, 2011; further: potency means the concentration at half of the fitted maximal effect; on the % scale 0 is the no-effect control and ±100 the full control effect; nearly all actives have a fitted effect of over 55% in size
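HEK293T cells expressing luciferase-tagged ELG1 (2,000/well) received 5-Fluorouridine plus compound or DMSO for 16 hr at 37 °C. Luciferase was read by ONE-Glo luminescence after 30 min at room temperature.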
Gal4-VP16 FLuc: VP16 counterscreen qHTS for inhibitors of ROR gamma transcriptional activity; Drosophila S2 Gal4-VP16 UAS-luciferase, luminescence, 20 h; Potency, µM (doses to about 53.6 µM), for inactives: at the top dose activity, negative = inhibition, most hits filed as inhibitors; 3.5% of 310,000 active; AID 2546, 2010;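 further: Gal4-VP16 expression switched on by copper sulfate through the metallothionein promoter; potency means the concentration at half of the fitted maximal effect; on the % scale 0 is the no-effect control and ±100 the full control effect; nearly all actives have a fitted effect of over 50% in size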
Rab9 prom act: qHTS Assay for Rab9 Promoter Activators; Huh7 Rab9 promoter-luciferase reporter, luminescence, 24 h; Potency, µM (doses to about 9.22 µM), for inactives: top-dose activation, negative = inhibition, hits mostly activators; 2.8% of 320,000 active; further: potency means the concentration at half of the fitted maximal effect; % of control where 0% means no effect; nearly all actives have a fitted effect of over 60% in size
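Measured in stably transfected Huh7 cells bearing a Rab9 promoter–luciferase construct: 24 h compound treatment at 37 °C, followed by luminescence detection.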
PKM2 activator: qHTS Assay for Activators of Human Muscle isoform 2 Pyruvate Kinase. Pyruvate kinase PKM (Homo sapiens), P14618. purified PKM2, Kinase-Glo ATP luminescence, activation; response scale: 0% is enzyme alone, no compound. Potency, µM (doses to about 57.5 µM), inactives show at the highest dose activation, most hits filed as activators. 0.34% of 260,000 active; further: potency means the concentration at half of the fitted maximal effect; on the % scale 0 is the no-effect control and ±100 the full control effect; nearly all actives have a fitted effect of over 55% in size
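hPK-M2, >95% pure; 0.1 mM ADP / 0.5 mM PEP final; imidazole pH7.2 buffer w/ 7 mM MgCl2, 50 mM KCl; 1 h RT; Kinase-Glo lum. Intermediate enzyme activity for dual inhibitor/activator qHTS.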
FLuc modulator: qHTS profiling assay for firefly luciferase inhibitor/activator using purifed enzyme and Km concentrations of substrates (counterscreen for miR-21 project); 6.9% of 360,000 active; purified FLuc, Km substrates, luminescence inhibition; Potency, µM (highest dose often 57.5 µM), for the others: at the highest dose activity change, negative = inhibition, actives largely listed as inhibitors; AID 588342, 2011; Luciferin 4-monooxygenase (Photinus pyralis), P08659;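 further: potency means the concentration at half of the fitted maximal effect; plate controls were vehicle for no effect and reference inhibitor for full effect; nearly all actives have a fitted effect of over 55% in size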
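Purified P. pyralis luciferase (10nM final) with 10uM D-luciferin and 10uM ATP (Km levels) in 50mM Tris acetate pH 7.5, 10mM Mg acetate, 0.01% Tween-20, 0.05% BSA; qHTS 6-point titration, ~60 µM downward; luminescence read.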
RORgamma inh: qHTS for inhibitors of ROR gamma transcriptional activity. Nuclear receptor ROR-gamma (Mus musculus), P51450. Drosophila S2 Gal4-RORgamma UAS-luciferase reporter, 20 h. Potency, µM (highest dose often 53.6 µM), inactives show top-dose activity change, negative = inhibition, actives largely listed as inhibitors. 5.4% of 310,000 active. AID 2551, 2010; further: potency means the concentration at half of the fitted maximal effect; on the % scale 0 is the no-effect control and ±100 the full control effect; nearly all actives have a fitted effect of over 60% in size
Target sequence (P51450 whole entry, looked up, the tested form may be a part): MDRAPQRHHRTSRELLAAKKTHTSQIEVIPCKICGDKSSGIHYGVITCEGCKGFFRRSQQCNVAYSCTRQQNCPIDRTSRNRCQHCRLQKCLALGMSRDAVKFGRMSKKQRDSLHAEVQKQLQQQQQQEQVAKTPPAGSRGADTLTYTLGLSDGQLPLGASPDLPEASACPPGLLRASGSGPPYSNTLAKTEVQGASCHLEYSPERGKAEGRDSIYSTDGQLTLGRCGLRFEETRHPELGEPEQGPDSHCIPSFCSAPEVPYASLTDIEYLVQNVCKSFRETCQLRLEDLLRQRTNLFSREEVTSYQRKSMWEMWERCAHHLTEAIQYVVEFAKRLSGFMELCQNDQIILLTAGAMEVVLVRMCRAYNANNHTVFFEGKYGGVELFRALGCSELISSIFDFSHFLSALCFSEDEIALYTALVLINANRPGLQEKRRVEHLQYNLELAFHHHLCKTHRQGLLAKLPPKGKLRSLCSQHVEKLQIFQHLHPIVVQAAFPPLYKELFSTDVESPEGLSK
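Read-out: Photinus luciferase luminescence; inhibitors lower reporter signal. Insect Schneider cells with Gal4-ROR gamma fusion under metallothionein promoter, UAS reporter; 700 uM final copper sulfate induction, 20 hr, ambient temperature.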
Mito fusion act: qHTS Assay for Small Molecule Inhibitors of Mitochondrial Division or Activators of Mitochondrial Fusion | S. cerevisiae fusion-defective mutant growth rescue, CellTiterGlo 48 h | Potency, µM (doses to about 46.1 µM), for the others: top-dose growth rescue (activation), actives largely listed as activators | 0.23% of 320,000 active | AID 485298, 2010;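 further: potency means the concentration at half of the fitted maximal effect; % of control where 0% means no effect; nearly all actives have a fitted effect of over 45% in size; temperature-sensitive fusion mutants such as fzo1-1 at 37 °C on non-fermentable ethanol glycerol medium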
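S. cerevisiae fusion-defective temperature-sensitive mutants (e.g. fzo1-1, mgm1-5) grown 48 h at 37C in YPEG (ethanol/glycerol non-fermentable) medium with 23 nl compound per well; growth rescue read as CellTiterGlo luminescence.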
NPC1 promoter act: qHTS Assay for NPC1 Promoter Activators; 2.4% of 320,000 active; AID 485313, 2010; Huh7 NPC1 promoter luciferase reporter, 24 h; Potency, µM (top dose mostly 9.22 µM), for the others: top-dose activation, usual class: activators;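 further: potency means the concentration at half of the fitted maximal effect; % of control where 0% means no effect; nearly all actives have a fitted effect of over 60% in size; reporter is driven by a mutant NPC1 promoter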
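In 1536-well qHTS, Huh7 cells harboring an NPC1 promoter–luciferase construct received compound for 24 h; activation was quantified by luminescence following luciferase reagent addition.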
An asterisk follows results filed as active; [ ] = remark or other dose. Unless noted, the call rests on the fitted dose curve; in most records, active means well fitted curve in the direction sought with a large enough effect; inconclusive means small, poorly fitted or top-dose-only effect, or another doubt; inactive means no such curve, though single readings can be large; an effect the other way counts as inactive or inconclusive. This is a subset, so the mix of outcomes need not match the whole.

What do the screens show for `COC(=O)COc1cccc(NS(=O)(=O)c2ccc(NC(C)=O)cc2)c1`?
Menin-MLL TR inh: 22%; KCNH2 3.1 inh: -2; MBNL1 CUG block: 2%; ELG1 DNA repair: -1%; Gal4-VP16 FLuc: inconclusive; Rab9 prom act: -1%; PKM2 activator: 2%; FLuc modulator: 7%; RORgamma inh: 28%; Mito fusion act: -3%; NPC1 promoter act: 1%

Results for O=C(NCCN1CCOCC1)C12CC3CC(C1)CC(c1ccccc1)(C3)C2 ?
Menin-MLL TR inh: -13%; KCNH2 3.1 inh: 1; MBNL1 CUG block: -1%; ELG1 DNA repair: -6%; Gal4-VP16 FLuc: 0%; Rab9 prom act: 15%; PKM2 activator: -18%; FLuc modulator: 0%; RORgamma inh: 21%; Mito fusion act: -2%; NPC1 promoter act: -3%

How did CCCOC(=O)/C(C(N)=NCc1ccccc1)=C(\O)OCCC do in these assays?
Menin-MLL TR inh: 13%; KCNH2 3.1 inh: -4; MBNL1 CUG block: -2%; ELG1 DNA repair: -30%; Gal4-VP16 FLuc: inconclusive; Rab9 prom act: -6%; PKM2 activator: 4%; FLuc modulator: 2%; RORgamma inh: 4%; Mito fusion act: 16%; NPC1 promoter act: -1%

How did Cc1nn(C(C)C(=O)Nc2ccc3c(c2)OCO3)c(C)c1[N+](=O)[O-] (centres undefined) do in these assays?
Menin-MLL TR inh: inconclusive; KCNH2 3.1 inh: 2; MBNL1 CUG block: 1%; ELG1 DNA repair: 17%; Gal4-VP16 FLuc: 6%; Rab9 prom act: 22%; PKM2 activator: 0%; FLuc modulator: inconclusive; RORgamma inh: -1%; Mito fusion act: -3%; NPC1 promoter act: 1%

Results for O=C(N/N=C/c1cccc([N+](=O)[O-])c1)C1CC(=O)N(c2ccc(Cl)cc2)C1 (centres undefined) ?
Menin-MLL TR inh: 44%[activator]; KCNH2 3.1 inh: -40; MBNL1 CUG block: inconclusive; ELG1 DNA repair: 4%; Gal4-VP16 FLuc: -15%; Rab9 prom act: -8%; PKM2 activator: 2%; FLuc modulator: 4%; RORgamma inh: inconclusive; Mito fusion act: 1%; NPC1 promoter act: 2%

How did CCCN(CC1CC1)C(=O)Nc1ccccc1C do in these assays?
Menin-MLL TR inh: 3%; KCNH2 3.1 inh: 5; MBNL1 CUG block: 1%; ELG1 DNA repair: -6%; Gal4-VP16 FLuc: 2%; Rab9 prom act: 1%; PKM2 activator: -6%; FLuc modulator: -2%; RORgamma inh: 3%; Mito fusion act: 1%; NPC1 promoter act: -1%

How did COCCNCC(=O)Nc1ccc(OC(F)(F)F)cc1 do in these assays?
Menin-MLL TR inh: 0%; KCNH2 3.1 inh: 1; MBNL1 CUG block: -2%; ELG1 DNA repair: 14%; Gal4-VP16 FLuc: 4%; Rab9 prom act: -1%; FLuc modulator: -1%; RORgamma inh: -8%; Mito fusion act: 5%; NPC1 promoter act: 4%

Results for CCn1c(=O)cc(OCC(=O)NC(C)c2ccc3c(c2)OCCO3)c2ccccc21 (centres undefined) ?
Menin-MLL TR inh: 2%; KCNH2 3.1 inh: -2; MBNL1 CUG block: -5%; ELG1 DNA repair: 0%; Gal4-VP16 FLuc: 5%; Rab9 prom act: 1%; PKM2 activator: -5%; FLuc modulator: 7%; RORgamma inh: 27%; Mito fusion act: 1%; NPC1 promoter act: -1%

What do the screens show for `Cn1c(=O)c2sc3c(c2n(CC(=O)Nc2ccccc2)c1=O)COC(C)(C)C3`?
KCNH2 3.1 inh: 13; MBNL1 CUG block: -7%; ELG1 DNA repair: 2%; Gal4-VP16 FLuc: -10%; Rab9 prom act: 0%; FLuc modulator: -6%; RORgamma inh: 0%; Mito fusion act: -1%; NPC1 promoter act: 0%

Results for O=C(NC1=NCCS1)c1cc(-c2cccnc2)nc2ccccc12 ?
Menin-MLL TR inh: 8%; KCNH2 3.1 inh: 9; MBNL1 CUG block: inconclusive; ELG1 DNA repair: inconclusive; Gal4-VP16 FLuc: -1%; Rab9 prom act: 5%; FLuc modulator: inconclusive; RORgamma inh: 11µM*; Mito fusion act: -1%; NPC1 promoter act: -1%

Results for COc1ccc(C(=O)Nc2ccc(S(=O)(=O)NC(C)=O)cc2)cc1[N+](=O)[O-] ?
Menin-MLL TR inh: 4%; KCNH2 3.1 inh: -5; MBNL1 CUG block: inconclusive; ELG1 DNA repair: 3%; Gal4-VP16 FLuc: -6%; Rab9 prom act: 14%; PKM2 activator: -1%; FLuc modulator: -3%; RORgamma inh: 9%; Mito fusion act: 8%; NPC1 promoter act: -2%

How did COc1cc(C2c3c(oc4ccc(C)cc4c3=O)C(=O)N2c2cc(C)ccn2)cc(OC)c1OC (centres undefined) do in these assays?
Menin-MLL TR inh: -9%; MBNL1 CUG block: 1%; ELG1 DNA repair: -8%; Gal4-VP16 FLuc: 0%; Rab9 prom act: 7%; PKM2 activator: -1%; FLuc modulator: -1%; RORgamma inh: -1%; Mito fusion act: 3%; NPC1 promoter act: -5%

Results for CC(=O)c1ccc(N2CCN(C(=O)c3cc4c(s3)CCCC4)CC2)cc1 ?
Menin-MLL TR inh: -21%; KCNH2 3.1 inh: 8; MBNL1 CUG block: 9%; ELG1 DNA repair: 9%; Gal4-VP16 FLuc: -3%; Rab9 prom act: 17%; PKM2 activator: 11%; FLuc modulator: 24µM*; RORgamma inh: 35%; Mito fusion act: 2%; NPC1 promoter act: 5%

How did Cc1ccc(C(=O)NC(NCc2ccco2)C(Cl)(Cl)Cl)cc1 (centres undefined) do in these assays?
Menin-MLL TR inh: 2%; KCNH2 3.1 inh: -3; ELG1 DNA repair: -8%; Gal4-VP16 FLuc: -12%; Rab9 prom act: 1%; PKM2 activator: -5%; FLuc modulator: 13%; RORgamma inh: 3%; Mito fusion act: 20%; NPC1 promoter act: -4%

What do the screens show for `Cc1cc(C2=CC(C)(c3cc(C)oc3C)Nc3nc(C(F)(F)F)nn32)c(C)o1` (centres undefined)?
Menin-MLL TR inh: 2%; MBNL1 CUG block: -3%; ELG1 DNA repair: inconclusive; Gal4-VP16 FLuc: -3%; Rab9 prom act: 1%; PKM2 activator: 22µM*; FLuc modulator: 2%; RORgamma inh: 8%; Mito fusion act: 12%; NPC1 promoter act: 1%

Results for S=C(Nc1ccc(Cl)cc1Cl)Nn1cnnc1 ?
Menin-MLL TR inh: -6%; KCNH2 3.1 inh: 8; ELG1 DNA repair: 0%; Gal4-VP16 FLuc: -5%; Rab9 prom act: 2%; PKM2 activator: -26%; FLuc modulator: -16%; RORgamma inh: 37%[10 µM]; Mito fusion act: 7%; NPC1 promoter act: -2%

What do the screens show for `COC(=O)c1cccc(NC(=O)CN2C(=O)C3CCCCC3C2=O)c1` (centres undefined)?
KCNH2 3.1 inh: 6; ELG1 DNA repair: 11%; Rab9 prom act: -3%; FLuc modulator: -5%; Mito fusion act: -9%; NPC1 promoter act: 0%

Results for Cc1ccnc(N2CCC(C(=O)NCc3ccccc3F)CC2)n1 ?
Menin-MLL TR inh: 2%; KCNH2 3.1 inh: 7; MBNL1 CUG block: 3%; ELG1 DNA repair: 14%; Gal4-VP16 FLuc: -3%; Rab9 prom act: -6%; PKM2 activator: 10%; FLuc modulator: 3%; RORgamma inh: 29%; Mito fusion act: 17%; NPC1 promoter act: -4%
